Compound activity as filed in PubChem BioAssay.
CHO parental Ca: signal in parental CHO cells, OX1R antagonist counter-screen; inhibition, % at 5.6 µM; 330,000 compounds, 0.63% hits; parental CHO-K1, ATP-induced calcium, Fluo-8 fluorescence;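 active means inhibition above that plate's mean sample inhibition plus 3 SD, cut at about 26% in these data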;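 further: 0% = ATP-challenged DMSO wells and 100% = DMSO wells without ATP; some compounds past the cut are filed as inactive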
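Material: parental CHO cells / Compound: single nominal dose of 5.6 µM per compound / Signal: Fluo-8 fluorescence / Replicates: singlicate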
CHRM1 antagonist: antagonists of human M1 muscarinic receptor | P11229 | CHO-K1 hM1, Fluo-8 calcium fluorescence, ACh EC80 antagonist | inhibition, % at 3 µM | 360,000 compounds, 1.3% hits;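 active means percent inhibition above its own plate's cutoff, namely the mean of that plate's compound wells plus 3 SD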;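 further: peak over basal fluorescence ratio during 140 s after agonist addition; 0% = ACh EC80 plus DMSO and 100% = DMSO alone without agonist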
Target sequence (P11229 whole entry, looked up): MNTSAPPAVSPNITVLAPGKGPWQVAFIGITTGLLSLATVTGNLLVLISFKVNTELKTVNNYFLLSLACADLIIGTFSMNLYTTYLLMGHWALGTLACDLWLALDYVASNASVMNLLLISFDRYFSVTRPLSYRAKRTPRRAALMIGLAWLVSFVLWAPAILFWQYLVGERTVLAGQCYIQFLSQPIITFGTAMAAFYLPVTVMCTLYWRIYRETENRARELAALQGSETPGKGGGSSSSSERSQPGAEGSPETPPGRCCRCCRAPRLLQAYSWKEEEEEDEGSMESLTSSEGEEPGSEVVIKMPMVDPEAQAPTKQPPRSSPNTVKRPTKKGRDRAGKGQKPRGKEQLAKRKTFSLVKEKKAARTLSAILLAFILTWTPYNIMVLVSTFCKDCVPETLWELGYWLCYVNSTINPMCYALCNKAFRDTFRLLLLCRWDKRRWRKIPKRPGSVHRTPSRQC
CHRM1 agonist: human M1 muscarinic receptor agonism; P11229; activation, % at 3 µM; CHO-K1 hM1, Fluo-8 calcium fluorescence, agonist mode; 0% DMSO, 100% acetylcholine EC100; 360,000 compounds, 0.33% hits;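 active means activation above the run's mean compound activation plus 3 SD, cut at about 16% in these data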;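 further: peak over basal fluorescence ratio within a 140 s kinetic read after compound addition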
CHO-K1 Ca ag: M1 agonist counterscreen hit in parental CHO-K1 cells | Fluo-8 calcium fluorescence; scaled to maximal ATP response, vehicle zero | activation, % at 3 µM | 360,000 compounds, 0.48% hits; in the data active means activation above about 15%;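 further: untransfected CHO-K1 host cells lacking M1 receptor as counterscreen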
M1 PAM: positive allosteric modulators of human M1 muscarinic receptor | CHO-K1 hM1, Fluo-8 calcium fluorescence, ACh EC20; 0% = ACh EC20, 100% = maximal ACh | activation, % at 3 µM | 360,000 compounds, 0.088% hits; in the data active means activation above about 19%, passing the limit was not always enough
CHO-K1 Ca PAM: counter-screen for M1 PAMs: effect in parental CHO-K1 cells; ATP EC20, Fluo-8 calcium fluorescence; 0% at ATP EC20, 100% at ATP max; activation, % at 3 µM; 360,000 compounds, 0.02% hits; AID 602247;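 active means activation above the run cutoff, the mean activation of all test compounds plus 3 SD, cut at about 40% in these data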;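 further: peak over basal fluorescence ratio in a 140 s read after ATP addition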
CHO-K1 Ca antag: counter-screen for M1 antagonists: effect in parental CHO-K1 cells | ATP-induced calcium, Fluo-8 fluorescence | 360,000 compounds, 0.6% hits | inhibition, % at 3 µM;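 active means inhibition above a per-plate cutoff, the plate's mean sample inhibition plus 3 SD, cut at about 24% in these data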;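 further: 0% = DMSO plus EC80 ATP and 100% = DMSO alone without ATP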
TAAR1 antag: human TAAR1 antagonism | Q96RJ0 | CHO RD-HGA16 TAAR1, Fluo-8 calcium fluorescence, antagonist | inhibition, % at 3 µM | 360,000 compounds, 1.5% hits | AID 624466;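 active means inhibition above a per-plate cutoff, the mean inhibition of test compounds on that plate plus 3 SD, cut at about 49% in these data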;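 further: 0% = DMSO plus EC80 beta-PEA response and 100% = DMSO alone without agonist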
Target sequence (Q96RJ0 whole entry, looked up): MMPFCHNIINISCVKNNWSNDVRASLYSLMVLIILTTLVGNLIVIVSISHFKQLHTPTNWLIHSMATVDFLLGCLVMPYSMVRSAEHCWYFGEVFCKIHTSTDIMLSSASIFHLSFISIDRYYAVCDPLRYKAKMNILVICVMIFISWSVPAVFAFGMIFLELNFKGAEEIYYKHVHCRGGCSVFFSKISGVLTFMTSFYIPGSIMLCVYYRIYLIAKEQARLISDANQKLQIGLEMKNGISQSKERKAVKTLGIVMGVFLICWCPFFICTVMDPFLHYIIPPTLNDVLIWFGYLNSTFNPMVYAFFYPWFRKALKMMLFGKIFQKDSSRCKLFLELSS
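System: CHO RD-HGA16 cells bearing hTAAR1. Reagent: EC80 β-phenethylamine stimulus. Schedule: seeding 17-24 h prior, 75-min 37 °C, 30-min RT dye loading. Signal: Fluo-8 intracellular calcium dye fluorescence, real-time kinetic reads. Read-out: % inhibition from peak post-agonist over basal fluorescence ratio. Benchmarks: vehicle wells and EC80 agonist wells. Replicates: n of 1.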
TAAR1 agonist: agonists of human TAAR1 | AID 624467 | activation, % at 3 µM | 360,000 compounds, 0.99% hits | CHO RD-HGA16 TAAR1, Fluo-8 calcium fluorescence; vehicle wells 0%, saturating PEA agonist 100% | Q96RJ0;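 active means activation above the mean activation of all test compounds in the run plus 3 SD, cut at about 38% in these data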
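System: CHO RD-HGA16 cells carrying human TAAR1 plus Gα16; Incubation: 17-24 h seeding, 75 min 37 °C dye, 30 min RT; Measured by: Fluo-8 fluorescence, 5 s baseline then 140 s kinetic read; Control set: DMSO and PEA EC100; Replication: single well for each compound.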
An asterisk follows results filed as active; . = not tested or not shown. Hits appear at their usual frequency; about 4.4% have a hit in one of these screens.

SMILES | CHO parental Ca | CHRM1 antagonist | CHRM1 agonist | CHO-K1 Ca ag | M1 PAM | CHO-K1 Ca PAM | CHO-K1 Ca antag | TAAR1 antag | TAAR1 agonist
O=C(O)CCC(=O)NCC(=O)c1ccc(F)cc1 | -6 | -11 | -1 | 0.2 | 6 | 12 | -13 | -6 | 0
O=C(Nc1ccccc1C(=O)NCCN1CCOCC1)c1ccco1 | 0 | -6 | -4 | 0.4 | 7 | -7 | -2 | 3 | 4
CN(C)/C=C/C(=O)c1ccc(C(F)(F)F)cc1F | 1 | -7 | -4 | 0.4 | 4 | 24 | -8 | 4 | 1
O=C1Cc2cccc(=O)c(O)c2C(=O)O1 | . | -12 | -1 | 4.1 | 9 | 25 | -7 | -14 | 2
CCCNC(=O)c1cc(-c2ccc(OC)cc2)n(CCCOC)c1C | -5 | -11 | 1 | -1.0 | 7 | -2 | -2 | -10 | -2
CC(=O)c1cccc(NC(=O)COC(=O)c2ccc3c(c2)OCCO3)c1 | -2 | 10 | -4 | 5.7 | -5 | -1 | -3 | -1 | 7
CC(C)(C)OC(=O)NCCCCCNC(=O)c1[nH]cnc1C(=O)Nc1cccc(Cl)c1 | -2 | 4 | -3 | -0.1 | 2 | 5 | 3 | -3 | 6
COc1ccc(/C=C(\NC(=O)/C=C/c2ccco2)C(=O)NCCc2nc3ccccc3[nH]2)cc1 | -25 | 9 | -3 | 1.0 | 4 | 5 | 6 | 9 | 1
Cc1ccccc1C(=O)NCC(=O)OC(C)C(=O)NC(C)CCc1ccccc1 (stereo unspecified) | -14 | -8 | -2 | 0.2 | 9 | 22 | 1 | -15 | 0
O=C(c1ccccc1)c1ccc2nc(-c3ccc(NC(=O)c4ccccc4F)cc3)[nH]c2c1 | -7 | 13 | -1 | 4.3 | -9 | 5 | 3 | 59* | 21
Cc1nnsc1C(=O)NNc1ccc(Cl)cc1 | -15 | -6 | -4 | 0.7 | 5 | 8 | -6 | -17 | 1
OC(COCc1ccc(Cl)cc1)CN1CCN(CC(O)COCc2ccc(Cl)cc2)CC1 (stereo unspecified) | 3 | 12 | -2 | 5.8 | -4 | 18 | -4 | 0 | 19
O=C(COc1ccccc1)NCC(=O)N/N=C/C=C/c1ccccc1 | -6 | -10 | -7 | -0.4 | 8 | 17 | -2 | 8 | 7
Cc1cc(N=Cc2c(O)n(-c3cccc(C(F)(F)F)c3)c(=O)c3ccccc23)no1 | -11 | 10 | -3 | -0.1 | -6 | -7 | 9 | 13 | 1
C=CCn1c(CNC(=O)c2ccco2)nnc1SCC(=O)c1ccc(OC)cc1 | -9 | 26 | -4 | 5.7 | -9 | 10 | -4 | -16 | 2
CC(=O)c1cnc2nc(SCc3ccccc3C)nn2c1C | . | -12 | -8 | 0.9 | -3 | 11 | -13 | -20 | 8
O=C(Nc1ccc(N2CCCCC2)cc1)c1ccc([N+](=O)[O-])o1 | 4 | 2 | -5 | 1.1 | 1 | 11 | -12 | -4 | 1
CCc1nnc(NC(=O)CSc2nnc(Cc3ccccc3)n2-c2ccc(OC)cc2)s1 | -15 | -14 | 0 | 0.7 | 7 | 21 | -8 | -6 | 2
COc1cc(S(=O)(=O)N2CCOCC2)cc(C(=O)OCC(=O)NC2CCCCC2)c1OC | -13 | 9 | -2 | -0.1 | -7 | 2 | -6 | 3 | 12
CCOC(=O)[C@H]1[C@H]2COc3ccc(Br)cc3[C@@H]2N2C(=O)CN(Cc3ccccc3)C(=O)[C@@]12C | -29 | -10 | -4 | 0.9 | 2 | 20 | -3 | 22 | 8
C/C(=N\N(c1ccccc1)c1ccccc1)c1ccco1 | -19 | -18 | -3 | 0.3 | 12 | 14 | -10 | -9 | -3
CCc1ccccc1S(=O)(=O)Cc1ccc(C(=O)N2CCN(c3ccccn3)CC2)o1 | -16 | -7 | -4 | 4.3 | 2 | 1 | 9 | 51* | 9
CC(C)COc1ccc(C(=S)N2CCCC2)cc1 | -1 | -6 | -7 | 0.9 | -1 | 24 | -10 | -1 | 18
COC(=O)C1CCN(C(=O)COC(=O)CCc2nc3ccccc3c(=O)[nH]2)CC1 | -5 | -5 | -5 | 1.2 | 11 | 28 | -10 | -5 | 7
CSCC[C@H](N)C(=O)NC[C@H]1CC[C@H](C(=O)N[C@@H](Cc2ccccc2)C(=O)O)CC1 | -6 | -5 | -4 | 0.2 | 2 | 5 | 1 | -13 | 2

Some of these compounds in order of heavy-atom count, highest first.
SMILES | CHO parental Ca | CHRM1 antagonist | CHRM1 agonist | CHO-K1 Ca ag | M1 PAM | CHO-K1 Ca PAM | CHO-K1 Ca antag | TAAR1 antag | TAAR1 agonist
CCOC(=O)[C@H]1[C@H]2COc3ccc(Br)cc3[C@@H]2N2C(=O)CN(Cc3ccccc3)C(=O)[C@@]12C | -29 | -10 | -4 | 0.9 | 2 | 20 | -3 | 22 | 8
CSCC[C@H](N)C(=O)NC[C@H]1CC[C@H](C(=O)N[C@@H](Cc2ccccc2)C(=O)O)CC1 | -6 | -5 | -4 | 0.2 | 2 | 5 | 1 | -13 | 2
C=CCn1c(CNC(=O)c2ccco2)nnc1SCC(=O)c1ccc(OC)cc1 | -9 | 26 | -4 | 5.7 | -9 | 10 | -4 | -16 | 2
C/C(=N\N(c1ccccc1)c1ccccc1)c1ccco1 | -19 | -18 | -3 | 0.3 | 12 | 14 | -10 | -9 | -3

Going on with the list:
SMILES | CHO parental Ca | CHRM1 antagonist | CHRM1 agonist | CHO-K1 Ca ag | M1 PAM | CHO-K1 Ca PAM | CHO-K1 Ca antag | TAAR1 antag | TAAR1 agonist
O=C(O)CCNC(=O)/C(=C/C=C/c1ccccc1)NC(=O)c1ccccc1 | -7 | -8 | -5 | 0.8 | 7 | 23 | -8 | -6 | 8
COc1ccc(S(=O)(=O)N2CCC(C(N)=O)CC2)c2ccccc12 | 0 | -12 | -3 | 1.7 | 4 | 5 | -2 | 7 | 5
CCN(CC)CCNc1ccc(CO)c2oc3cc(Cl)ccc3c(=O)c12 | . | -6 | -9 | 0.1 | 2 | 7 | -11 | -26 | 2
CCc1ccccc1NC(=O)c1cccc(NC(=O)/C=C/c2ccco2)c1 | -17 | -1 | -6 | 4.6 | 1 | 6 | -1 | 5 | 6
Cc1cc(-c2ccc(C)c(S(=O)(=O)N3CCN(c4ccccn4)CC3)c2)on1 | -17 | -11 | -2 | 5.0 | 2 | 13 | -15 | 8 | 2
CCCCN=CC1=C(O)CC(c2ccccc2)CC1=O (stereo unspecified) | 7 | 1 | -8 | 0.5 | 1 | -4 | -10 | -5 | 2
CC(=O)NC(Cc1ccccc1)c1ccc2c(c1)OCCCO2 (stereo unspecified) | -4 | 2 | -4 | 0.3 | -4 | -12 | 6 | -15 | 5
CCOC(=O)Cc1csc(NC(=O)Cc2ccc(C)cc2)n1 | -14 | -2 | -4 | 2.4 | 2 | -2 | -12 | -24 | 1
O=C(Nc1cccc(-c2nn[nH]n2)c1)c1csc2c1CCCC2 | -10 | -6 | -2 | 0.0 | 2 | -14 | -1 | . | .
Cc1ccc(C(=O)Nc2ccccc2C(=O)NC2CCCCC2)cc1S(=O)(=O)N1CCOCC1 | -4 | -8 | -2 | -0.2 | 10 | 16 | -15 | . | .
COc1ccc(C2NC(=O)NC(C)=C2C(=O)OC2CCCCC2)cc1OC (stereo unspecified) | -12 | -10 | 1 | -0.2 | 4 | 8 | 9 | -13 | 2
CC1(Cc2ccccc2C#N)C(=O)Nc2cc(-c3ccccc3Cl)ccc21 (stereo unspecified) | . | -5 | -4 | -0.3 | -7 | 13 | -6 | 43 | 7
CC(CN1CCCC1)OC(=O)c1ccc(Br)cc1 (stereo unspecified) | -4 | 11 | -7 | 8.3 | -13 | 14 | -7 | -38 | 2
Cc1ccc(NS(=O)(=O)c2cc(Br)cnc2N)cc1C | -11 | 100* | -6 | 1.2 | -24 | -12 | -2 | -7 | -1
Cc1ccc(CS(=O)(=O)Cc2ccc(C(=O)NC3CCCCCC3)o2)cc1 | -1 | -12 | -2 | 1.9 | 7 | 26 | -10 | -43 | 0
O=C(c1ccccc1[N+](=O)[O-])N1CCC(Cc2ccccc2)CC1 | -14 | -7 | -5 | 1.2 | 4 | 18 | -4 | -11 | 19
CN(CC(=O)NCCN1CCN(c2ccccc2)CC1)S(=O)(=O)c1ccc2c(c1)CCC(=O)N2 | -3 | -13 | -4 | 0.6 | 8 | 17 | -7 | -10 | 2
COc1ccc(-n2c(SCC(=O)Nc3cc(C)on3)nc3c([nH]c4ccccc43)c2=O)cc1 | -17 | -23 | 0 | 0.1 | 15 | 15 | -5 | 1 | -2
O=C(NC(=S)Nc1ccc(N2CCOCC2)cc1)c1ccc(Cl)cc1 | -14 | 1 | -6 | 1.6 | -1 | 16 | -1 | -3 | 0
CN1CCN(C(=O)CSc2ccc(Cl)cc2)CC1 | -1 | 0 | -13 | 0.5 | 3 | 1 | -2 | -16 | 2
COC(=O)c1ccc2nc(-c3ccc(F)cc3)c(Cc3ccc(C)cc3)n2c1 | . | . | . | 0.1 | . | 1 | -3 | 29 | -1
CN(C)C1CCN(Cc2cc(COCc3ccccc3)c3cccnc3c2O)C1 (stereo unspecified) | -13 | 2 | -10 | 0.7 | 2 | 8 | -12 | . | .
CCOC(=O)C1CCCN(C(=O)CN2C(=O)COc3ccc(C(C)(C)C)cc32)C1 (stereo unspecified) | -22 | -14 | -2 | 2.2 | 6 | 20 | -14 | 19 | 5
O=Cc1c(NCc2ccccc2Cl)c2ccccc2[nH]c1=O | -3 | -3 | -3 | -0.8 | 10 | -21 | 13 | 5 | 9
Cc1ccc2nc(-c3ccccc3NC(=O)CCC(=O)O)c(=O)[nH]c2c1 | . | -10 | -1 | 0.7 | 2 | 1 | 0 | -4 | 0

More compounds follow.
SMILES | CHO parental Ca | CHRM1 antagonist | CHRM1 agonist | CHO-K1 Ca ag | M1 PAM | CHO-K1 Ca PAM | CHO-K1 Ca antag | TAAR1 antag | TAAR1 agonist
O=C(Nc1nc(-c2ccncc2)cs1)C1COc2ccccc2O1 (stereo unspecified) | 6 | 5 | 0 | 6.6 | -8 | -9 | 4 | 44 | 11
COc1cc(-c2nnc(SCC(=O)N(C)C3CCS(=O)(=O)C3)o2)cc(OC)c1OC (stereo unspecified) | 1 | 8 | -5 | 0.6 | 2 | -7 | -4 | -13 | 1
OCCC1CN(Cc2ccncc2)CCN1C1CCCC1 (stereo unspecified) | -16 | 12 | -11 | -0.3 | -9 | 4 | -7 | -11 | 5
CCOC(=O)c1c(NC(N)=O)nc2n1CCC2 | 1 | 4 | -4 | -0.3 | 5 | 12 | -1 | 9 | 1
Cc1cc2nc(C(C)(C)C)cc(N)n2n1 | -5 | 12 | -4 | -0.1 | -2 | -15 | 14 | -20 | -1
CCOc1ccccc1CN(CCc1ccc2c(c1)OCO2)Cc1ccccn1 | -24 | -4 | -5 | 0.6 | 5 | 11 | -9 | 1 | 3
COc1ccc(CC(=O)Nc2ccccc2C(=O)NCCc2ccccc2)cc1 | -2 | 3 | -1 | 5.4 | -8 | -17 | 16 | 33 | 9
